# High-throughput results from PubChem BioAssay.
# CDK5 p35 inh – blocks human CDK5/p35 kinase activity; Recombinant CDK5/p35, ADP-Glo luminescence, 60 min; inhibition, % at 10 µM; hit rate 0.01% among 330,000;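 active = highest replicate inhibition of at least 50% and at least 75% of replicates reaching 50%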;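 also: plate controls were DMSO neutral control for no effect and GW8510 at 10 µM for full effect; many of its hits are not listed in these tables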
# phage Ecoli inh – E. coli growth loss with phage present; AID 651602; growth absorbance; hit rate 0.26% among 360,000; inhibition, % at 11.9 µM; in the data active = inhibition above about 11%
# Tat export inh – E. coli Tat transport inhibition; inhibition, % at 10 µM; E. coli MC4100 TorA-mCherry Tat export, fluorescence; hit rate 0.036% among 340,000;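 active = mean replicate inhibition at least 50% and at least half of replicates individually reaching 50%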;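 also: exported cargo escapes ClpAP degradation while cytoplasmic cargo is degraded and loses fluorescence; 0% = median of neutral control wells and 100% = median of NaSCN control wells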
# PKA-R2B act – activators of human PKA-R2B complex. P22694+P31323. PKA-R2B holoenzyme dissociation, Cy5-IP20 fluorescence polarization; R2B truncated from residue 108, S112A mutant; 0% DMSO only, 100% 113 µM cGMP. AID 504700. activation, % at 11.4 µM. hit rate 0.079% among 340,000;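 active = activation above a cutoff set at the mean over all compounds plus 3 SD, cut at about 18% in these data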;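 also: higher means more holoenzyme dissociation and a rise in polarization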
# Target sequence (P31323 whole entry, looked up, other chains not shown, the tested form may be a part): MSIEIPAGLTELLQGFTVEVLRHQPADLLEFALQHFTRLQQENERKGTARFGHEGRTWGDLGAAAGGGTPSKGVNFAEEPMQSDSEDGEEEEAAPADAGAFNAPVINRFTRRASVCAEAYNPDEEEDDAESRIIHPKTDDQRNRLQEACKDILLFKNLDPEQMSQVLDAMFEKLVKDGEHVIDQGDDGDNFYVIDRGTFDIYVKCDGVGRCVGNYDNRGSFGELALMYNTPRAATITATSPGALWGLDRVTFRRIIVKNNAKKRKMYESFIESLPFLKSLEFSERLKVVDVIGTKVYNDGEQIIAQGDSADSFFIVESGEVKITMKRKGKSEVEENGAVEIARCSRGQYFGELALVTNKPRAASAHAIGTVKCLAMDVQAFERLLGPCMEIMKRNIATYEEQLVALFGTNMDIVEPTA
# HTR5A ag – counter-screen for OPRM1-OPRD1 agonists: human HTR5A agonism. activation, % at 9.3 µM. P47898. HTR5A agonist assay, luminescence, cell-based. AID 504692. hit rate 0.61% among 340,000; in the data active = activation mostly above about 9.5%, no sharp cut-off; inactive = mostly below about 7.6%;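 also: 0% = cells with vehicle only and 100% = reference agonist; strong numbers were not always called active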
# Target sequence (P47898 whole entry, looked up): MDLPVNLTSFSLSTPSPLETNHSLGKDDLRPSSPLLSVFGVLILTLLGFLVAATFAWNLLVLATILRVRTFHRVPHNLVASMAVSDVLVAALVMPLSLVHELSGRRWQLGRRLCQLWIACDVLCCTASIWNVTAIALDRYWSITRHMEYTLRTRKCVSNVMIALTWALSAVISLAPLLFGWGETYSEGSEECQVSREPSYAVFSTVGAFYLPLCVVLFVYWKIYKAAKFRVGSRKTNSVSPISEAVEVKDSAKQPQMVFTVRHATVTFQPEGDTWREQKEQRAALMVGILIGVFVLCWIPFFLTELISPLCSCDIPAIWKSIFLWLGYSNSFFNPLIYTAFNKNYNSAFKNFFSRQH
# SUMO Mot1 rescue – inhibitors of SUMOylation pathway: yeast Mot1-301 growth rescue. S. cerevisiae Mot1-301 growth rescue, ATP luminescence, 38.5C; percent above DMSO median, 100 means doubled. growth rescue, % at 18.8 µM. hit rate 1% among 320,000. AID 2716;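 active = every valid replicate shows activation above 250% relative to neutral control wells; inactive = the rest, any valid replicate at or below 250%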;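 also: OY570 slx delta 5 strain wells were the positive control but not used for scaling; some compounds called inactive have numbers as strong as hits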
# DAGLB inh – diacylglycerol lipase beta (human) inhibition; inhibition, % at 5.17 µM; AID 504411; HEK293T DAGLB membrane lysate, EnzChek fluorogenic substrate; hit rate 0.059% among 340,000; in the data active = inhibition above about 34%;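 also: 0% = enzyme with vehicle and 100% = wells lacking enzyme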
# PKA-R1A act – activators of PKA-R1A complex | P00514+P68181 | PKA-R1A dissociation, Cy5-IP20 fluorescence polarization; scaled: DMSO 0%, 113 µM cGMP 100% | activation, % at 11.4 µM | hit rate 0.083% among 340,000 | AID 504707;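 active = percent activation above the mean of all tested compounds plus 3 SD, cut at about 19% in these data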;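 also: higher means more PKAc released from R1A so a rise in polarization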
# AddAB inh – less growth of phage-infected E. coli with AddAB | E. coli expressing H. pylori AddAB, absorbance growth | inhibition, % at 11.9 µM | hit rate 0.29% among 330,000 | AID 435030; in the data active = inhibition above about 12%;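 also: 0% = vehicle wells of infected cells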
# Ecoli viability – bacterial growth inhibition, counter-screen for AddAB inhibitors. E. coli V3065 growth, OD600 absorbance, 18 h. inhibition, % at 11.9 µM. hit rate 0.27% among 330,000. AID 449728;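 active = inhibition above the campaign's mean inhibition across all tested compounds plus 3 SD, cut at about 9.9% in these data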;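 also: uninfected addAB+ strain grown without phage in ampicillin broth; 0% = DMSO wells and 100% = ciprofloxacin 0.95 µg/ml wells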
# HTR5A inv ctr – HTR5A inverse agonism, opioid heterodimer counter-screen. P47898. HTR5A cell line, luminescence. inhibition, % at 9.3 µM. hit rate 0.083% among 340,000; in the data active = inhibition mostly above about 23%, no sharp cut-off; inactive = mostly below about 18%;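 also: 0% = cells with DMSO and 100% = no-cell wells with DMSO; some compounds called inactive have numbers as strong as hits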
# Active calls of the source: *; i = inactive; / = not tested or not shown. Compounds were not picked by outcome. About 2.3% of those tested had a hit in this group.
SMILES,CDK5 p35 inh,phage Ecoli inh,Tat export inh,PKA-R2B act,HTR5A ag,SUMO Mot1 rescue,DAGLB inh,PKA-R1A act,AddAB inh,Ecoli viability,HTR5A inv ctr
Cc1ccc(N2CCN(/N=C/C(Cl)=C/c3ccccc3)CC2)cc1,-2.6,2.8,8,-4,-3,-18,-1,-6,-2.5,-1.4,7
CC1(c2cnc(Nc3ccccc3)s2)CCC(=O)O1 (stereo not given),-1.4,3.2,-1,-9,-3,0,0,1,0.2,-3.4,-40
O=C(CNC(=O)C1CC(=O)N(c2cccc3ccccc23)C1)Nc1ccccc1Br (stereo not given),-6.8,0.3,9,1,-3,3,-2,7,-1.6,-1.2,12
CC(Oc1ccc(F)cc1)C(=O)Nc1cc(S(=O)(=O)N2CCOCC2)ccc1N1CCCCC1 (stereo not given),-1.6,-2.7,16,4,11,-2,-3,2,-1.2,-1.6,-27
CC1CCN(CCCNC(=O)c2ccc3c(=O)n(Cc4ccc(Cl)cc4)c(=S)[nH]c3c2)CC1,-1.1,1.6,10,-3,-2,-10,3,-1,4.3,-1.7,6
CN(C)c1nc(Oc2ccc(=O)n(-c3ccccc3)n2)nc(N2CCOCC2)n1,-0.2,1.7,0,-3,0,-10,3,3,1.6,-0.2,0
[O-][n+]1ccccc1SC/C=C/c1ccccc1,-3.5,4.9,12,-6,-1,-1,1,10,1.1,1.5,-7
CCN(CC(=O)Nc1c(F)cccc1F)C(=O)c1ccc(S(=O)(=O)N2CCCCCC2)cc1,-0.4,3.8,2,0,6,/,-2,8,/,/,-18
CC1(c2nnc(Cc3ccccc3)o2)CC(c2ccc(F)cc2)=NO1 (stereo not given),0.6,0.2,-7,-16,-4,19,2,-4,2.5,1.4,-4
CCCOC(=O)CC1C(=O)NCCN1Cc1ccccc1C (stereo not given),-6.5,3.1,20,-10,1,1,0,-2,1.0,-1.0,-3
N=C(c1cccc([N+](=O)[O-])c1)N1CCCCCC1,-0.4,1.6,-1,-12,4,4,-1,-4,5.7,1.3,2
Clc1ccc(-c2cnn3c(-c4ccncc4)ccnc23)cc1,1.3,1.2,-17,5,-2,31,-4,-1,-0.7,-1.4,4
NC(=O)CSc1oc(-c2ccco2)nc1S(=O)(=O)c1ccc(F)cc1,-1.2,/,10,0,3,67,-1,-2,2.8,-1.1,-14
Cc1nc2n(n1)C(c1ccccc1)C1=C(CC(c3ccco3)CC1=O)N2 (stereo not given),0.5,2.6,-10,2,-7,1,-3,3,0.8,-1.3,-19
COc1cccc(/C=C/C(=O)OCC(=O)c2ccc(C)c(C)c2)c1OC,0.1,2.3,7,-6,4,-7,-7,2,1.9,-0.3,-16
O=C(NC(=S)Nc1cccc2[nH]ncc12)c1ccccc1,-1.0,0.7,-10,-4,0,-6,-2,-5,0.6,1.7,0
CC(Sc1nnc(CNc2cccc3ccccc23)n1-c1ccccc1)C(=O)N/N=C/c1ccco1 (stereo not given),0.2,2.8,-5,-14,-4,-18,3,-9,2.0,-2.2,-7
Cc1cc(OCC(O)CN2CCCC2)cc(C)c1Cl (stereo not given),-0.1,2.5,-4,5,3,-4,-1,-3,2.7,-0.2,-3
N#Cc1c2c(c(=S)n(-c3ccccc3)c1N)CCCC2,0.2,2.5,0,-4,-10,0,-1,13,2.3,-1.6,0
CC(C)[C@H](NC(=O)NCCC1=CCCCC1)C(=O)O,1.6,0.3,5,-15,7,8,3,-9,1.4,1.8,-3
CCSc1nnc(NC(=O)c2cccs2)s1,1.3,2.8,6,-1,-3,182,0,-4,3.1,-0.5,-27
O=C(c1coc2ccc(O)c(CN3CCOCC3)c12)C1CC1,-1.1,1.6,-3,-5,2,-6,2,-7,-0.8,-0.7,-10
CCNc1nc(NC(C)C)nc(NS(=O)(=O)c2ccc(N)cc2)n1,0.6,2.3,-10,-4,5,-14,-4,0,2.6,2.7,2
O=C(COC(=O)C1CC(=O)N(C2CCCCC2)C1)c1ccc(F)cc1 (stereo not given),0.3,3.8,1,6,-5,-15,1,-1,-0.5,-2.9,12
CCN(CC)S(=O)(=O)c1ccc(N2CCOCC2)c(NC(=O)c2ccco2)c1,3.9,4.3,-2,8,-1,3,-3,6,-2.4,-2.2,2
O=S(=O)(Nc1cccc(Cl)c1)c1ccc2oc(=S)[nH]c2c1,2.8,4.6,-4,4,0,-5,11,-4,-0.2,-1.6,0
Cc1ccc2nc(SC(C)C(=O)N3CCOCC3)[nH]c2c1 (stereo not given),0.6,0.6,-1,-5,0,-19,1,3,2.5,0.1,0
O=C(NNC(=O)OCc1ccccc1)OCc1ccccc1,1.3,3.6,-2,5,-4,/,-1,4,/,/,14
COC(CNC(=O)c1cccnc1)OC,-1.2,1.4,0,1,-4,627,2,10,3.4,-1.0,11
CNC(=O)c1cc2cc(Cl)cc(OC)c2oc1=O,-0.2,0.8,1,1,-2,-20,2,-13,3.5,0.6,6
CCOC(=O)Cc1csc(NC(=O)c2ccc(OC)c(OC)c2)n1,1.1,1.2,4,-1,-3,/,-4,-6,1.4,3.6,11
O=c1c(/C=N/O)c(Nc2ccccc2)nc2ccccn12,-0.9,3.7,-2,-7,-5,4,-1,1,0.1,-2.5,7
Cc1ccc(S(=O)(=O)N(CC(=O)NCCC2=CCCCC2)Cc2ccccc2F)cc1,0.3,1.9,19,7,0,-22,-7,-4,1.0,0.1,-12
O=C(NCc1ccccc1)C12CC3CC(CC(Br)(C3)C1)C2,0.7,0.1,2,-2,2,227,-1,-1,1.1,-0.8,-6
COc1cc2[nH]c(=S)n(CCN3CCCCC3C)c(=O)c2cc1OC (stereo not given),-0.1,1.1,-1,4,-2,12,2,9,-0.3,-3.0,-13
O=C(NCc1ccc(F)cc1)c1cnc2n(c1=O)CCS2,0.4,2.7,-3,-8,6,-4,1,-9,2.0,1.4,-18
CCCc1nnc(SCC(=O)Nc2nnc(CC)s2)n1CC1CCCO1 (stereo not given),1.9,0.9,8,-3,0,-12,2,-1,2.2,1.4,5
CCCCCC(=C/c1ccccc1)/C=N/Nc1ccc(S(=O)(=O)N2CCOCC2)cc1[N+](=O)[O-],-1.1,3.2,-6,2,-2,/,1,-3,/,/,9
Cc1ccc(OCC(=O)NNC(=O)CCC(=O)Nc2ccc(C)cc2C)cc1,1.0,1.6,-1,-2,2,34,1,-10,0.3,-2.6,15
Cc1cc(N2CCCC(C(=O)Nc3cccc(Cl)c3)C2)n2ncnc2n1 (stereo not given),-4.1,-0.9,-5,-11,-1,8,-1,0,1.4,2.3,2
O=C(CCCc1ccccc1)NCCS(=O)(=O)N1CCN(c2ccccc2F)CC1,-2.1,3.0,-1,8,3,87,1,-13,0.5,1.9,-9
CC(=O)C1=C(C)NC(SCC(=O)Nc2nc3ccccc3s2)=C(C#N)C1c1ccc(Cl)cc1 (stereo not given),-2.3,3.6,0,10,3,-8,6,-5,-0.2,-0.2,1
O=C(COC(=O)CCSc1ccc(Cl)cc1)Nc1ccc(F)cc1,-0.2,0.5,-6,-2,5,16,-6,-19,2.5,0.7,-18
O=C(CCN(CCO)Cc1ccccc1)Nc1ccc(Br)cc1,1.1,5.0,-4,-1,2,10,-3,-2,4.3,0.9,6
COc1ccc(C2c3[nH]c4ccccc4c3CCN2C(=O)c2cn3ccccc3n2)c(F)c1 (stereo not given),-7.0,3.2,1,-19,4,-11,0,-10,3.1,-0.9,9
Cc1ccnc(NCc2cc(C)ccc2O)c1,0.1,2.4,-3,-5,0,i,2,-9,2.2,-0.6,-2
O=C1Cc2ccccc2C(c2ccc(Cl)cc2Cl)N1 (stereo not given),0.4,0.9,1,-6,2,13,1,-21,0.3,0.5,-7
COc1cc(C)ccc1OCCOc1ccccc1Cl,0.5,1.4,7,9,-9,-1,-8,-3,3.5,1.3,22
CCc1ccc(C2=NN(CCC(=O)NC(C)CCc3ccccc3)C(=O)CC2)cc1 (stereo not given),2.0,-2.5,7,4,5,-5,1,-6,-2.0,-2.8,-15
COc1ccc(CCN(C(=O)c2cccc(F)c2)C2CC(=O)N(c3ccccc3)C2=O)cc1 (stereo not given),-2.2,0.8,-4,-2,-2,-10,-2,-6,4.8,1.0,7
COC(=O)CC1C(=O)NCCN1C(=S)NC(=O)CCc1ccccc1 (stereo not given),-1.4,-0.4,-3,-3,0,18,-3,-6,0.0,-3.0,18
COc1ccc2c(c1)cc(C(=O)N[C@@H](CCSC)C(=O)N1CCC[C@H]1C(=O)O)n2C,-1.7,7.0,3,-4,5,-8,3,-6,4.9,1.3,30
Cc1nn(-c2ccccc2)c(C)c1Cc1ccc(O)cc1,0.9,4.0,5,5,3,-1,1,-2,-1.4,1.3,-9
O=C(Nc1cc(=O)[nH]c2ncnn12)c1ccccc1,0.6,2.0,-7,-7,-5,-16,-2,-4,0.0,-0.5,-8
Cc1ccc(C2c3c(oc4ccccc4c3=O)C(=O)N2c2nncs2)cc1 (stereo not given),1.0,1.2,0,-11,2,-2,-3,-9,0.5,-0.4,27
COc1ccccc1N1CCN(Cc2ccc(O)c3ncccc23)CC1,-2.2,6.8,0,-13,4,1,7,-2,5.2,7.9,-52
CC(C)CN(C(=O)COC(=O)c1ccc(Cl)c(N)c1)c1c(N)n(Cc2ccccc2)c(=O)[nH]c1=O,0.0,2.1,-7,-10,2,-2,5,5,1.7,-0.7,-15
Nc1c(S(=O)(=O)c2cccs2)c2nc3ccccc3nc2n1Cc1cccs1,0.3,1.6,1,-14,3,9,-2,-1,-0.2,-0.4,-10
CCOC(=O)C1=C(C)NC(=O)NC1c1c(OC)ccc2ccccc12 (stereo not given),0.2,-0.2,-2,-6,4,-4,2,-9,2.8,2.6,-11
Cc1ccc(/C=N/NS(=O)(=O)c2ccccc2)o1,0.3,4.4,2,7,-4,/,-2,3,0.2,2.4,10

# Following part
SMILES,CDK5 p35 inh,phage Ecoli inh,Tat export inh,PKA-R2B act,HTR5A ag,SUMO Mot1 rescue,DAGLB inh,PKA-R1A act,AddAB inh,Ecoli viability,HTR5A inv ctr
FC(F)(F)c1cccc(NC(=S)NCCc2ccccn2)c1,-4.1,1.7,2,-11,11,/,2,1,3.7,1.4,-9
C=CCc1cccc2cc(C(=O)NNC(=O)CC#N)c(=O)oc12,-1.2,0.0,4,-1,-3,-5,3,-5,2.8,0.8,-9
Cc1ccc(S(=O)(=O)NNC2=NS(=O)(=O)c3ccccc32)c(C)c1,0.2,2.0,1,-6,1,/,4,-9,3.7,1.3,14
c1nc2n(n1)C1=C(CCCC1)C1(CCCCC1)N2,-0.3,-4.1,-1,0,0,28,-1,-12,-6.0,-4.7,0

# Looked up above.
# In DAGLB inh, Cc1ccc(S(=O)(=O)NNC2=NS(=O)(=O)c3ccccc32)c(C)c1 is listed with 4
# In HTR5A inv ctr, C=CCc1cccc2cc(C(=O)NNC(=O)CC#N)c(=O)oc12 is listed with -9
